# Screens: PubChem BioAssay, several laboratories
# IMP-1 inhibitor: blocks Pseudomonas aeruginosa IMP-1 metallo-beta-lactamase. purified IMP-1, nitrocefin hydrolysis, epi-absorbance fluorescence. inhibition, % at 5.6 µM. hit rate 0.45% among 290,000. AID 1556;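 active = inhibition above the mean plus 3 SD of all compounds in the same screening run, cut at about 4.5% in these data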;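 also: 0% = IMP-1 with DMSO and 100% = DMSO wells lacking enzyme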
#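 Assay system: purified recombinant IMP-1 beta-lactamase. Input: IMP-1 0.2 nM before substrate addition. Buffer or medium: Zinc- and detergent-supplemented HEPES buffer, pH 7.1. Schedule: 25 °C, 15 min preincubation, 25 min reaction. Signal: Epi-absorbance fluorescence, 480 nm excitation, 530 nm emission. Evaluation: percent inhibition from optical density relative to buffer-blank wells.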
# MEKK2 WT-MEK5: raises or lowers MEK5 binding to wildtype human MEKK2 PB1 domain; binding response (% of control), % at 10 µM; bead flow cytometry, Alexa488-MEK5 binding to MEKK2 WT; actives lie on both sides; hit rate 1.1% among 290,000; Q9Y2U5; in the data active = binding response below about 67% or above about 130%
# PfM18AAP inh: blocks P. falciparum M18 aspartyl aminopeptidase; inhibition, % at 7.35 µM; recombinant PfM18AAP, H-Glu-NHMec fluorogenic cleavage; AID 1822; hit rate 1.2% among 290,000;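 active = inhibition above the campaign mean inhibition over all tested compounds plus 3 SD, cut at about 28% in these data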;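 also: 0% = plate median of test compound wells and 100% = 2 mM ZnCl2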
# NALP1 inh: blocks the NALP1 inflammasome reconstituted in yeast | S. cerevisiae NALP1/ASC/caspase-1 growth, X-gal OD620, 72 h | inhibition, % at 10 µM | hit rate 0.61% among 280,000; in the data active = inhibition mostly above about 24%, no sharp cut-off; inactive = mostly below about 32%; also: some compounds called inactive have numbers as strong as hits
# FID counter: counter-screen for HCV NS3 helicase inhibitors: DNA intercalator displacement | DNA fluorescent intercalator displacement, fluorescence | inhibition, % at 7.9 µM | hit rate 0.17% among 290,000 | AID 1845; in the data active = inhibition above about 37%;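 also: 0% = vehicle and 100% = reference compound; higher means more ethidium bromide displaced from hairpin DNA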
# NS3 helicase inh: HCV NS3 helicase inhibition. inhibition, % at 10.9 µM. NS3 helicase DNA unwinding, Cy5 molecular beacon fluorescence. AID 1800. hit rate 0.56% among 290,000;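 active = inhibition above the mean of all tested compounds plus 3 SD, set per campaign, cut at about 35% in these data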;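 also: 0% = DMSO wells and 100% = thioflavine S control wells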
#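 Assay system: hepatitis C virus NS3 helicase domain fragment enzyme. Also added: annealed dual-labelled DNA beacon duplex, ATP-started. Timing: 1 h reaction at 25 °C, ATP-initiated. Technique: Cy5 fluorescence at 0 and 60 min, beacon hairpin quenching. Evaluation: % inhibition of unwinding. Replication: one well per compound.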
# UBC9 SUMO inh: inhibitors of human SUMOylation (UBC9). P63279. HTRF SUMOylation assay, SAE1/SAE2 + UBC9, in vitro. inhibition, % at 35 µM. hit rate 0.36% among 290,000; in the data active = inhibition above about 50%, passing the limit was not always enough; also: strong numbers were not always called active
# Target sequence (P63279 whole entry, looked up): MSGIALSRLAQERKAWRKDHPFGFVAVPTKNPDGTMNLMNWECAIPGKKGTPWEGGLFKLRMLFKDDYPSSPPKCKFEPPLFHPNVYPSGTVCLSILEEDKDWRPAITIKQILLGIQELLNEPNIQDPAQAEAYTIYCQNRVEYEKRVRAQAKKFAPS
# MEKK2mut PB1 HTS: signal of MEK5 binding to mutant human MEKK2 PB1 domain. AID 1530. hit rate 0.35% among 290,000. bead flow cytometry, Alexa488-MEK5 binding to MEKK2 mutant. percent response, % at 10 µM; in the data active = percent response above about 24%, passing the limit was not always enough; also: inactives centre near 1; some results filed as inactive read as strong as hits
# VIM-2 inhibitor: blocks Pseudomonas aeruginosa VIM-2 metallo-beta-lactamase. purified VIM-2, nitrocefin hydrolysis, epi-absorbance fluorescence. inhibition, % at 5.6 µM. hit rate 0.89% among 290,000. AID 1527;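 active = inhibition above the mean of all tested compounds plus 3 SD, cutoff set per screening run, cut at about 7.5% in these data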;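 also: red hydrolysis product quenches plate fluorescence so inhibitors raise well fluorescence; 0% = enzyme with DMSO and 100% = DMSO without enzyme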
# * = called active by the depositor; nt = not tested or not shown.
structure	IMP-1 inhibitor	MEKK2 WT-MEK5	PfM18AAP inh	NALP1 inh	FID counter	NS3 helicase inh	UBC9 SUMO inh	MEKK2mut PB1 HTS	VIM-2 inhibitor
Cc1c(C(=O)Nc2c(C)n(C)n(-c3ccccc3)c2=O)oc2c(Cl)cccc12	-3.1	91	2	-4	-28	7	5	2	-0.2
COc1ccc(CC(=O)N2CCN(c3ccccn3)CC2)cc1	-2.9	113	3	-15	-8	-7	-12	4	0.0
Cc1ccc(N2CC(C(=O)N3CCC(C(=O)NCCCOC(C)C)CC3)CC2=O)cc1 (centres undefined)	-2.8	105	-1	0	-30	2	10	4	0.8
COC(=O)c1ccccc1NC(=O)COc1ccccc1	-2.0	87	5	1	-16	13	14	-10	0.1
O=C(NCCc1ccc(F)cc1)C1CCCCC1	-0.8	85	-3	20	1	-6	8	-9	-0.8
COc1ccc(-c2nc(CNS(=O)(=O)c3ccc(OC)c(OC)c3)cs2)cc1	-1.6	106	2	30	-14	5	6	6	-0.1
O=C(NC1CCCCC1)c1cccs1	-1.9	97	-6	-3	1	-1	21	5	-4.3
CC1CN(S(=O)(=O)c2cccc(C(=O)Nc3ccc4c(c3)CCC4)c2)CC(C)O1 (centres undefined)	-2.3	100	1	37	-25	-5	-1	-2	-2.5
COc1ccc(/C=C/C(=O)Nc2ccccc2C)cc1S(=O)(=O)N1CCOCC1	-3.5	104	-1	nt	-28	4	-7	4	-1.8
CC12CCC(C(N)=O)(C1Br)C2(C)C (centres undefined)	-4.1	85	0	15	4	-2	-15	-4	-1.4
CCC(=O)Nc1ccc(N2CCN(C(=O)c3cccs3)CC2)cc1	-2.1	107	0	11	-6	1	23	-1	-2.9
O=C(Nc1ccc(-n2cc(Br)cn2)cc1)c1ccncc1	1.0	105	-2	17	-2	0	18	2	-1.6
O=C(O)c1csc(-n2nc(-c3ccccc3)cc2C(F)(F)F)n1	-3.9	107	-1	22	-18	9	20	2	36*
COc1ccc(C)cc1NC(=O)C(OC(=O)CNC(=O)c1cc(C)cc(C)c1)c1ccccc1 (centres undefined)	-4.0	95	-3	9	-10	5	-17	10	-1.2
CSc1ccc(C(=O)N2CCC(CCC(=O)NC3CC3)CC2)cc1	-1.5	105	-1	3	-24	9	9	7	-0.8
CCCCCOC(=O)c1ccccc1C(=O)O	-2.1	107	1	20	4	2	28	3	1.4
Cc1ccc(-c2nc3ncccc3o2)cc1NC(=O)CC(C)C	-0.4	97	-3	23	-7	-4	26	-4	1.1
CCCCN(CC)Cc1ccc(CNC(=O)Nc2ccc(OC)cc2OC)o1	0.6	103	-1	-13	3	4	6	13	-3.9
O=C(CCCc1nc(-c2ccccc2Cl)no1)NCc1cccnc1	5.7*	117	0	4	-4	5	8	9	-3.0
COCCN(C(=O)CSc1nnc(-c2cccc(F)c2)n1N)c1c(N)n(CC(C)C)c(=O)[nH]c1=O	-3.4	103	-1	8	-9	2	3	4	-2.8
Cc1cc(C)c(S(=O)(=O)Nc2ccc(C(N)=O)cc2)c(C)c1	-2.7	94	6	12	-5	6	12	-8	-0.5
CC(=O)c1ccc(S(=O)(=O)N2CCCc3ccccc32)cc1	-3.3	104	-3	3	-12	-5	21	7	-1.9
CCn1c(=O)cc(OCC(=O)N2CCN(c3cccc(C(F)(F)F)c3)CC2)c2ccccc21	-2.9	100	-1	14	-24	-11	28	-2	-3.0
Nc1nnc(-c2ccc(Cl)c(Cl)c2)s1	-0.7	82	-4	8	6	4	3	-10	1.8
O=C(Nc1ccc(F)cc1)C1COc2ccccc2O1 (centres undefined)	-2.9	99	1	18	-4	8	9	1	-2.3
CN(C)c1nc(SCC(=O)Nc2ccc(Cl)c(Cl)c2)nc(N2CCOCC2)n1	-4.7	101	-7	18	-29	-7	-14	5	-2.2
O=C(NCCCCCc1nc2ccccc2[nH]1)c1ccccc1Cl	-0.1	99	-2	nt	-1	-2	-6	-6	-0.9
Cc1ccc2[nH]c(O)c(N=NC(=O)C(C)n3cnc4ccccc4c3=O)c2c1 (centres undefined)	-3.3	98	-7	2	-10	1	1	3	-0.3
COc1ccc(CSc2nnc(C)n2N)cc1Br	-2.7	105	2	-19	0	-3	-5	2	-1.9
N#Cc1c2c(c(Nc3ccccc3)n3c1nc1ccccc13)CCC2	-1.0	98	1	37	-6	8	-7	4	1.5
CCN(CC)S(=O)(=O)c1ccc(Cl)c(C(=O)NCC2CCCO2)c1 (centres undefined)	-2.0	108	-5	-2	-2	6	-6	7	-2.8
CCCCCOc1ccc(CSc2ncn[nH]2)cc1	-2.0	101	2	-12	-13	-4	-22	1	-4.7
CCn1c([N+](=O)[O-])nc2c1c(=O)[nH]c(=O)n2C	-0.1	100	-16	2	0	5	-7	0	-0.7
COc1ccc(N2CSC3=C(C#N)C(c4cccs4)CC(=O)N3C2)cc1 (centres undefined)	-3.1	93	43*	10	-14	21	34	0	-2.8
CCC(Sc1ccccn1)C(=O)Nc1cccc([N+](=O)[O-])c1 (centres undefined)	-2.1	102	-5	-2	8	-1	6	4	-2.2
CCCCc1nnc(NC(=O)C(C)Sc2nc(N)cc(=O)[nH]2)s1 (centres undefined)	-1.9	102	11	0	-1	4	10	0	-3.7
CC(=O)c1ccc(NC(=S)Nc2ccn(Cc3ccc(Br)cc3)n2)cc1	-1.9	104	4	-1	-13	-8	13	-1	-3.9
COc1ccc(-c2noc(CN(C)C(=O)c3ccoc3C)n2)cc1OC	-3.6	105	-3	3	-22	-1	10	1	-4.3
CC1CCc2cc(F)ccc2N1C(=O)CSc1nnc2c3cc(F)ccc3n(C)c2n1 (centres undefined)	-4.6	90	3	15	5	-6	12	10	-2.5
CCn1c(=N)n(CC(=O)c2cccc(OC)c2)c2ccccc21	nt	96	nt	32*	nt	nt	4	-9	nt
CC(C)C(C(=O)Nc1nccs1)c1ccccc1 (centres undefined)	-3.2	96	-2	9	0	4	11	-1	-3.8
Brc1cnc(N2CCCCC2)nc1N1CCOCC1	-1.4	105	6	4	-3	-1	14	1	-3.0
O=C(NC(=S)NCc1ccccc1)c1cccs1	-0.1	103	-4	13	-9	-4	-2	4	-2.5
O=C(O)CCCNC(=O)CCCn1nnc2ccccc2c1=O	-2.6	105	3	-20	-1	-5	3	8	-0.5
COc1cccc(C2NC(=O)NC(C)=C2C(=O)Nc2ccc(C)cc2)c1 (centres undefined)	-1.5	104	-7	nt	-4	-3	-6	10	-1.3
CCN(Cc1ccccc1)S(=O)(=O)c1cc(C(=O)O)ccc1OC	-3.0	105	3	-21	-22	9	6	-1	-0.7
C=CCNC(=O)CN1CCC(n2c(C)nc3cc(C(F)(F)F)ccc32)CC1	-1.0	102	-4	25	-9	-2	-4	3	-3.7
CCC(CC)NC(=O)c1cc(OC)c(OC)cc1[N+](=O)[O-]	-1.7	100	-13	0	0	4	25	-2	-0.4
Cc1[nH]c(=O)c(C#N)c(C)c1Cl	-1.9	98	2	-15	-1	6	7	3	-2.0
CN(C)CCCNc1ncc(C(F)(F)F)cc1Cl	-0.1	88	-8	-11	0	0	-5	-10	-0.1
CC(C)N1CCC(n2nccc2NC(=O)c2ccc3c(c2)OCO3)CC1	-2.0	104	-3	16	-2	3	0	2	-1.3
O=C(Cc1ccccc1)NNc1c2ccccc2nc2ccccc12	-1.4	97	4	4	1	-15	-19	-1	-0.6
O=C(Nc1ccc2c(c1)C(=O)NC2=O)c1ccc2ncsc2c1	-1.5	83	3	0	0	6	-60	-22	-1.7
Cc1cc(N)n(Cc2ccc(Cl)cc2)n1	-1.6	91	-10	6	-8	-5	11	-11	-0.1
COc1ccc(NC(=O)C2CCCN2C(=O)OCc2ccccc2)c(OC)c1 (centres undefined)	-1.6	105	0	9	-15	-5	4	-3	-1.1
Cc1cc(=O)oc2cc(OCc3ccc(C(=O)N4CCN(c5ccc([N+](=O)[O-])cc5)CC4)cc3)ccc12	-2.2	92	1	36	0	-2	30	-2	-3.0
CC1CCN(CC(O)COc2cccc(F)c2)CC1 (centres undefined)	-3.9	106	-1	23	-3	0	12	4	-4.2
Cc1cccc(N(C(=O)CNC(=O)c2ccco2)C(C(=O)NC2CCCCC2)c2cccnc2)c1 (centres undefined)	-0.8	99	-2	24	-41	-5	3	-6	-0.1
Cc1ccc(NC(=O)c2ccc(S(=O)(=O)N3CCOCC3)cc2)nc1	0.0	99	4	38	-5	-2	-6	2	-1.8
COCC(C)NC(=O)C(C)Oc1ccccc1 (centres undefined)	-1.0	105	-1	26	-2	5	0	3	-2.2

# A draw from above in order of formula weight, highest first:
structure	IMP-1 inhibitor	MEKK2 WT-MEK5	PfM18AAP inh	NALP1 inh	FID counter	NS3 helicase inh	UBC9 SUMO inh	MEKK2mut PB1 HTS	VIM-2 inhibitor
COc1ccc(NC(=O)C2CCCN2C(=O)OCc2ccccc2)c(OC)c1 (centres undefined)	-1.6	105	0	9	-15	-5	4	-3	-1.1
Cc1ccc(NC(=O)c2ccc(S(=O)(=O)N3CCOCC3)cc2)nc1	0.0	99	4	38	-5	-2	-6	2	-1.8
CC(C)N1CCC(n2nccc2NC(=O)c2ccc3c(c2)OCO3)CC1	-2.0	104	-3	16	-2	3	0	2	-1.3
CCC(CC)NC(=O)c1cc(OC)c(OC)cc1[N+](=O)[O-]	-1.7	100	-13	0	0	4	25	-2	-0.4

# (list continues)
structure	IMP-1 inhibitor	MEKK2 WT-MEK5	PfM18AAP inh	NALP1 inh	FID counter	NS3 helicase inh	UBC9 SUMO inh	MEKK2mut PB1 HTS	VIM-2 inhibitor
O=C(NCc1ccco1)NC12CC3CC(CC(C3)C1)C2	-2.7	91	-2	14	-1	3	22	-13	-2.3
O=C(CSc1cccc2cccnc12)OCC(=O)c1ccccc1	-1.6	116	4	6	-15	1	18	4	-3.7
CCc1nnc(SCC(=O)NCCC2=CCCCC2)nc1CC	-1.0	107	1	7	-25	11	17	1	0.0
CC1CCCN(C(=O)CN(C)S(=O)(=O)c2ccc3c(c2)c(=O)n(C)c(=O)n3C)C1 (centres undefined)	0.1	99	3	3	-22	17	-2	-1	0.9
O=C(Oc1ccc2c3c(c(=O)oc2c1)CCCC3)c1ccco1	-3.5	98	-5	9	-12	-4	30	-3	2.2
FC(F)Oc1ccc(NC(=S)NCc2ccccc2)cc1Cl	-3.6	104	8	-12	0	1	13	5	-2.2
COc1ccc(S(=O)(=O)N2CCCC2)cc1C(C)C	-3.8	94	4	4	-17	1	9	-2	-2.7
Cc1ccccc1NC(=O)CSc1nc(N)c2c3c(sc2n1)CSC(C)(C)C3	-0.3	93	8	24	-18	-16	-17	4	1.6
Cc1cc(NC(=O)CSc2nc3c(cc2C#N)CCCCC3)no1	-3.3	100	1	1	-2	6	14	-4	-4.0
CN(CCO)CCC(=O)NC1(C)CS(=O)(=O)CC1S(=O)(=O)O (centres undefined)	-1.4	93	-4	nt	-2	-8	2	-9	-0.5
